PMI act = activators of human phosphomannose isomerase; P34949; purified human PMI, coupled resazurin fluorescence, 20 min; hits give high values; 1 = vehicle control, 0 substrate-free wells; activation factor at 20 µM; 190,000 tested, 0.005% active;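 active = activation factor of 2 or more at 20 µM, relative to plate controls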
RAM network inh = blocks the yeast RAM network; S. cerevisiae dse1pr::URA3 reporter, 5-FOA growth OD615, 2 d; analog-sensitive cbk1-as2 kinase mutant strain; inhibition, % at 50 µM; 190,000 tested, 1.8% active; AID 868;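 active = inhibition above a set limit, 3 SD over mean compound inhibition, cut at about 8.4% in these data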;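 note: 0% = DMSO-only wells with no growth and 100% = 10 µM 1-NA-PP1 full growth; inhibition rescues growth on 5-FOA so higher OD means more RAM inhibition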
Diaph inh CS = diaphorase inhibition or chemical oxidation counter-screen; inhibition, % at 20 µM; diaphorase resazurin-to-resorufin fluorescence, NADH, 16 min; bacterial (C. kluyveri) enzyme, not human; 190,000 tested, 0.69% active;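 active = primary screen inhibition at 20 µM above a set limit, cut at about 50% in these data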;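 note: plate controls were DMSO with full reaction for no effect and wells lacking NADH for full effect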
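Test system: diaphorase enzyme from Clostridium kluyveri; amount: diaphorase at 0.14 U/mL in enzyme working solution; detection: fluorescence of resorufin formed from resazurin, Ex 544/Em 590 nm; times: reaction incubation of 16 min at room temperature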
Redox H2O2 prof = compounds producing H2O2 with reducing agent – biochemical, NIH compound library profiling, artefact control for MLSCN library redox annotation, primary screen. DTT-dependent redox cycling H2O2, phenol red/HRP absorbance; 100% = 100 µM peroxide control, 0% = buffer. activation, % at 10 µM. 200,000 tested, 0.03% active;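 active = activation of at least 50% relative to the plate's high and low controls in the primary single-dose screen; inactive = activation below 50%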;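 note: compound incubated with DTT at 0.8 mM final as the reducing agent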
Lmaj promast = Leishmania major promastigote growth inhibition; Leishmania major promastigotes, resazurin fluorescence viability; inhibition, % at 10 µM; 200,000 tested, 9% active;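 note: promastigotes grown with compound for 44 hours at 28 °C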
S1P3 antag = blocks the human S1P3 receptor; 170,000 tested, 0.27% active; Q99500; AID 485; inhibition, % at 4.98 µM; CHO S1P3 NFAT-BLA reporter, FRET fluorescence, antagonist mode;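 active = inhibition above the plate cutoff, the mean inhibition of test wells on that plate plus 3 SD, cut at about 28% in these data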;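 note: cells challenged with S1P at its EC80 of 0.8 µM; blue over green emission ratio from cleaved BLA substrate after 4 h stimulation; 0% = S1P-stimulated wells and 100% = unstimulated DMSO-only wells; some compounds past the cut are filed as inactive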
PMI act satM6P = activators of human phosphomannose isomerase at near-saturating mannose 6-phosphate; P34949; coupled PMI enzyme assay, resazurin fluorescence, 20 min; hits give high values; 1 = untreated enzyme, 0 = substrate-free blank; activation factor at 20 µM; 190,000 tested, 0.34% active;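 active = activation factor of 2 or more at 20 µM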
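test system = human PMI in coupled enzyme assay | medium = HEPES-buffered pH 7.4 with magnesium and detergent | also added = 1.0 mM mannose-6-phosphate substrate with 0.22 mM NADP+ | compound = 20 µM single dose | times = 20 min incubation at room temperature | measured by = resorufin fluorescence (Ex 544/Em 590 nm) from resazurin via diaphorase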
G6PDH counter = L. mesenteroides G6PDH inhibition counter-screen; Purified L. mesenteroides G6PDH, diaphorase/resazurin coupled fluorescence, 45 min; inhibition, % at 5 µM; 200,000 tested, 0.12% active; AID 1020
Hsp70 activator = switches on Hsp70 transcription. HeLa Hsp70 promoter luciferase reporter, luminescence; scaled: vehicle 0, proteasome-inhibitor control 100%. activation, % at 10 µM. 200,000 tested, 0.04% active. AID 1203;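 active = activation above the mean across all tested compounds plus 3 SD, cutoff set per campaign, cut at about 5.5% in these data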;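 note: 100% = MG132 at 30 µM as the positive control and 0% = DMSO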
TLR4-MyD88 BLA = inhibitors of human TLR4-MyD88 binding; O00206+Q99836; 200,000 tested, 0.18% active; inhibition, % at 8.4 µM; HeLa CL3-4 TLR4/MyD88 BLA complementation, FRET ratio; in the data active = inhibition above about 25%;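 note: 0% = vehicle and 100% = reference inhibitor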
Target sequence (O00206 whole entry, looked up): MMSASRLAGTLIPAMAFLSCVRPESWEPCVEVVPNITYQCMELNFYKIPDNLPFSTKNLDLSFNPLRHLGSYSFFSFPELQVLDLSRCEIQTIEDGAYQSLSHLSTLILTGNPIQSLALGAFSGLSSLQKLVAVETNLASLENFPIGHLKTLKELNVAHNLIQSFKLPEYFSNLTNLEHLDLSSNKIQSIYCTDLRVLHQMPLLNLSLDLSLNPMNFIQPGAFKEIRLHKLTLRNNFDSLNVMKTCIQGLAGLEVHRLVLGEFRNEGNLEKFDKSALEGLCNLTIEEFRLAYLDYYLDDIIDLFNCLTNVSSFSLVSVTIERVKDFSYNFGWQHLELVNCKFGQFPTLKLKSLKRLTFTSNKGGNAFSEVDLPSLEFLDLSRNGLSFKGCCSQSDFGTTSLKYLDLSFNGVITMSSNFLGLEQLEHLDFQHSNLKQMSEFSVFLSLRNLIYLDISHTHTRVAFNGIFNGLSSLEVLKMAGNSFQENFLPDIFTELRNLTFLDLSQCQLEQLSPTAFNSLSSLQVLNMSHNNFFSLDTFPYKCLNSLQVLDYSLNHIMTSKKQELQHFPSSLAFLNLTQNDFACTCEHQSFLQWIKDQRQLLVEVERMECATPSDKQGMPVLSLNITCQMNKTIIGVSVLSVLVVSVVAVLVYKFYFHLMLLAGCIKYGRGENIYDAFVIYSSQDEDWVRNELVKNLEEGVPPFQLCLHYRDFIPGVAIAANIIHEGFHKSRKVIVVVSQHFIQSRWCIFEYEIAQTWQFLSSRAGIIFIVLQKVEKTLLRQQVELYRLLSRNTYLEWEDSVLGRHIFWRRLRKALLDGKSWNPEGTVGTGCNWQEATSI
Target sequence (Q99836 whole entry, looked up): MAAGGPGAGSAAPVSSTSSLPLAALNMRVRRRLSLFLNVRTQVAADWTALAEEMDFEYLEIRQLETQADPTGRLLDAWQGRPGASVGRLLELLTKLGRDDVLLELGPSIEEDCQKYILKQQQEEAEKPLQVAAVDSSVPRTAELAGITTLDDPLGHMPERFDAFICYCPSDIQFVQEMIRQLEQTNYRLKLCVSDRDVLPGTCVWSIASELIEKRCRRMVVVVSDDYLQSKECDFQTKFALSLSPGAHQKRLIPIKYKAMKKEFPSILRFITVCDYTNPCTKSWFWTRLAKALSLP
Diaphorase act = diaphorase activation or chemical reduction counter-screen. Diaphorase/resazurin coupled assay, resorufin fluorescence, 16 min; hits give high values; 1 = vehicle wells, 0 = NADH-free wells. activation factor at 20 µM. 190,000 tested, 0.005% active. AID 1229;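 active = diaphorase activity raised at least twofold by the compound at 20 µM; inactive = activation factor below 2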
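test system = bacterial diaphorase enzyme (C. kluyveri) | quantity = enzyme 0.07 U/mL final | reagent = NADH substrate 0.114 mM plus resazurin dye 0.1 mM, final | incubation = 16 min enzyme reaction, ambient temperature | buffer or medium = HEPES pH 7.4 buffer with MgCl2 and Tween 20 | signal = fluorescence of resorufin, 544 nm excitation, 590 nm emission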
The depositor's hits bear a star; nt = no result given. Cut-off read from the data, not from the text of the source, unless noted: active = inhibition above about 50%; inactive = the rest.

item	mol	PMI act	RAM network inh	Hsp70 activator	Diaph inh CS	G6PDH counter	PMI act satM6P
1	Cc1nn(C)c(Cl)c1CN1CCCC(CO)(Cc2cccc(Cl)c2)C1 (stereo unspecified)	1	-0.3	-0.2	-8	4	1
2	CC(NC(=O)Nc1ccccc1)C(c1ccccc1)N1CCOCC1 (stereo unspecified)	1.1	3.4	0.0	-8	3	1
3	CCOc1cc(C)c(Cl)cc1S(=O)(=O)NCCOC	1	-0.6	-0.2	8	13	0.9
4	O=C(NC1CCS(=O)(=O)C1)C1C2CC3CC(C2)CC1C3 (stereo unspecified)	1	-0.1	0.2	9	8	1
5	FC(F)(F)c1nnc2ccc(N3CCN(c4ccccc4)CC3)nn12	1	2.7	0.2	16	1	0.9
6	CN(c1ccccc1)C1CCCCC1NS(=O)(=O)c1ccc(Cl)cc1 (stereo unspecified)	0.9	0.5	-0.3	11	-4	1
7	CC1(C)Cc2nc3sc4c(N(CCO)CCO)ncnc4c3cc2CO1	0.9	0.4	0.2	-2	0	0.9
8	COc1ccc(N2CCN(C(=O)C3=NNC(=O)CC3)CC2)cc1	1	-0.1	-0.1	10	6	0.9
9	COc1ccc(OCC(=O)N/N=C(\C)CC(=O)Nc2cccc([N+](=O)[O-])c2)cc1	1.1	1.6	-0.3	-2	-9	1.1
10	O=C(Nc1ccc(S(=O)(=O)NCc2ccccc2)cc1)Nc1ccc2c(c1)OCO2	0.9	2.0	0.1	10	6	0.9
11	Cc1ccc(N(CC(=O)NCCSCc2ccco2)S(=O)(=O)c2ccc(F)cc2)cc1	0.8	3.8	-0.3	37	14	0.8
12	COc1ccc(NC(=O)COC(=O)c2ccc(F)cc2F)cc1	1	1.8	0.1	6	3	1
13	CCn1ccnc1CN(C)Cc1cn(-c2cccc(C)c2)nc1-c1cccc(F)c1	0.8	1.4	0.3	20	12	0.8
14	O=[N+]([O-])c1ccc(N=NNc2ccccc2)cc1	1.2	1.3	-0.4	16	11	1.2
15	Cc1nc(Oc2ccc(Cl)cc2)c2oc3ccccc3c2n1	1	4.6	-0.4	9	6	1.1

item	TLR4-MyD88 BLA	Diaphorase act	Lmaj promast	S1P3 antag	Redox H2O2 prof
1	-6	1.1	86*	-2	-1.1
2	-5	1.1	52*	-11	0.1
3	-8	0.9	-4	-9	-0.3
4	-8	0.9	13	-15	-0.5
5	-7	0.8	14	nt	0.2
6	1	0.9	35	0	0.1
7	-5	1	14	nt	1.1
8	-12	0.9	-7	9	0.0
9	6	1	-1	-9	-0.4
10	3	0.9	-5	7	1.4
11	-8	0.6	69*	-19	-0.1
12	0	0.9	-4	0	-0.7
13	-10	0.8	99*	-7	-1.2
14	3	0.8	11	-8	0.5
15	-2	0.9	2	nt	2.4

(more compounds)
item	mol	PMI act	RAM network inh	Hsp70 activator	Diaph inh CS	G6PDH counter	PMI act satM6P
16	Cn1cccc1/C=N/NC(N)=S	1.1	-1.1	-0.1	18	3	1.1
17	Oc1c(C(c2ccco2)N2CCOCC2)sc2ncnn12 (stereo unspecified)	0.7	2.1	0.0	18	12	1
18	COc1ccc(N(CC(=O)NCCC2=CCCCC2)S(=O)(=O)c2ccccc2)cc1OC	1	2.0	-0.1	11	4	1
19	CCOC(=O)C(NC(C)=O)C(OC(C)=O)c1cccc(N(CCO)CCO)c1 (stereo unspecified)	1	0.5	-0.5	6	-2	1
20	O=C1CC(Nc2ccc3ccccc3c2)C(=O)N1Cc1ccccc1 (stereo unspecified)	0.8	3.6	-0.3	26	8	0.8
21	CCC(Oc1ccccc1)C(=O)Nc1nnc(C)s1 (stereo unspecified)	0.9	1.1	-0.4	0	7	1
22	CC(C)(C)c1cc(=O)n2c(C#N)c(C#N)nc2[nH]1	1.1	2.0	0.0	18	4	1
23	CCCn1c(=O)[nH]c(=O)c2c1nc(-c1ccc(OC)c(Br)c1)n2CCOC	1	1.2	-0.1	13	3	0.7
24	CC(C)c1ccc(NC(=O)COc2ccc(S(=O)(=O)N3CCOCC3)cc2)cc1	1	0.5	-0.2	10	-2	1
25	Cc1ccc(C(=O)NC2CC3CCCC(C2)N3C(=S)NCc2ccco2)cc1 (stereo unspecified)	0.8	1.0	-0.2	16	-2	0.9
26	CCOC(=O)N1CCN(C(=O)c2ccc(Cn3c(=S)[nH]c4cc(OCC)c(OCC)cc4c3=O)cc2)CC1	0.9	3.4	1.2	22	4	1
27	OCCCN=c1cc(-c2ccccc2)oc2ccc(Cl)cc12	1	0.7	-0.1	-8	0	1.1
28	COc1ccccc1N1CCN(C(=O)c2c(-c3ccccc3)noc2C)CC1	1	0.6	0.5	12	-8	1
29	COc1cccc(CN(C)C(=O)CCc2nnc(-c3ccsc3)o2)c1	1	-0.5	0.2	-5	15	1
30	Oc1ccc(-c2cn3c(n2)SCC3)cc1	1.1	1.6	-0.3	4	0	1.1

item	TLR4-MyD88 BLA	Diaphorase act	Lmaj promast	S1P3 antag	Redox H2O2 prof
16	-1	0.8	-3	-3	0.2
17	-7	0.8	-1	17	0.2
18	0	0.9	73*	-5	0.7
19	-2	0.9	-6	11	1.8
20	-12	0.7	4	nt	0.2
21	-12	1	-1	-10	0.7
22	9	0.8	-8	-15	1.4
23	-2	0.9	37	-3	0.0
24	-11	0.9	3	nt	0.1
25	0	0.8	3	-14	5.3
26	-4	0.8	-3	17	1.1
27	11	1.1	100*	nt	0.1
28	9	0.9	-2	0	-0.6
29	11	1.1	-4	5	-0.1
30	2	1	0	nt	-0.5

Continued.
item	mol	PMI act	RAM network inh	Hsp70 activator	Diaph inh CS	G6PDH counter	PMI act satM6P
31	Nc1nc(N)c2ncc(C(=O)CCc3ccccc3)nc2n1	1.2	0.5	-0.3	36	20	1.8
32	COc1ccc(S(=O)(=O)NCCc2ccccc2)cc1	1	2.8	-0.2	11	4	1
33	Cc1ccc(C=C2C(=O)c3ccccc3C2=O)s1	0.9	6.1	0.7	-1	7	1
34	CN1CCN(C(=S)c2ccc(N(C)C)cc2)CC1	1	4.0	-0.1	-2	10	1
35	O=C(CSc1ncccn1)NC(=O)NCc1ccccc1	0.9	0.7	-0.3	17	6	0.9
36	Cc1cc(C(=O)COC(=O)c2ccncc2)c(C)n1CCc1ccc(F)cc1	1	7.0	-0.2	10	-2	0.9
37	CC(C)OC(=O)CSc1nnc(-c2cnccn2)n1C	1.1	0.0	-0.3	-2	-2	1.1
38	COc1ccccc1N1CCN(C(CNS(C)(=O)=O)c2cccnc2)CC1 (stereo unspecified)	1.1	-1.1	-0.4	-10	4	1
39	COc1ccc(NC(=O)c2c(OC)cccc2OC)c(OC)c1	0.8	-0.1	0.0	9	1	0.9
40	CCOc1ccccc1NC(=O)c1ccc(NC(=O)c2ccco2)cc1	1.1	6.9	-0.6	-6	2	1.1
41	CCOC(=O)c1cc(NC(=O)Nc2ccccc2Cl)c(C)nc1C	0.9	1.6	0.3	32	13	0.9
42	Cc1ccc(NCc2nnc(SCC(=O)O)n2Cc2ccccc2)cc1Cl	0.9	2.6	0.0	23	16	0.8
43	CCOC(=O)c1cc(-c2ccccc2)sc1NC(=O)C(C)OC(=O)c1cccnc1Cl (stereo unspecified)	0.7	6.1	-0.2	24	9	0.9
44	COc1ccc(CS(=O)(=O)c2nc(C)cc(C)c2S(C)(=O)=O)cc1	1	2.1	0.1	12	2	0.9

item	TLR4-MyD88 BLA	Diaphorase act	Lmaj promast	S1P3 antag	Redox H2O2 prof
31	2	0.6	31	-7	-0.3
32	-1	0.9	-8	nt	-0.1
33	6	1	6	nt	1.1
34	-4	1	94*	-2	0.0
35	11	0.8	-2	-11	1.3
36	0	0.9	1	-7	-2.2
37	6	1	-6	-18	0.3
38	-5	1.1	17	-13	-0.1
39	-54	0.9	4	10	-0.7
40	2	1.1	7	nt	0.7
41	6	0.7	5	17	0.3
42	-5	0.8	-8	-9	-0.9
43	-16	0.8	0	11	0.3
44	-1	0.9	0	-14	-0.3

Compound profiles, as listed above. Screens in order: PMI act	RAM network inh	Hsp70 activator	Diaph inh CS	G6PDH counter	PMI act satM6P	TLR4-MyD88 BLA	Diaphorase act	Lmaj promast	S1P3 antag	Redox H2O2 prof
CCOC(=O)c1cc(-c2ccccc2)sc1NC(=O)C(C)OC(=O)c1cccnc1Cl (stereo unspecified) is listed as 0.7	6.1	-0.2	24	9	0.9	-16	0.8	0	11	0.3
CCOC(=O)c1cc(NC(=O)Nc2ccccc2Cl)c(C)nc1C is listed as 0.9	1.6	0.3	32	13	0.9	6	0.7	5	17	0.3
CN1CCN(C(=S)c2ccc(N(C)C)cc2)CC1 is listed as 1	4.0	-0.1	-2	10	1	-4	1	94*	-2	0.0
